# Compound activity from PubChem BioAssay.
# NS3 helicase inh: inhibitors of HCV NS3 helicase, primary screen, biochemical, Cy5 molecular beacon fluorescence. Hepatitis C virus NS3 helicase. NS3 helicase DNA unwinding. inhibition, % at 10.9 µM. 290,000 compounds, 0.56% hits. AID 1800, 2009;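 active means inhibition above the mean of all tested compounds plus 3 SD, set per campaign, cut at about 35% in these data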;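 further: 0% = DMSO wells and 100% = thioflavine S control wells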
#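 test system = hepatitis C virus NS3 helicase domain fragment enzyme | reagent = annealed dual-labelled DNA beacon duplex, ATP-started | times = 1 h at 25 °C | detection = Cy5 fluorescence, 0 and 60 min reads | read-out basis = percent inhibition from t60/t0 fluorescence ratio | control set = DMSO and thioflavine S | replication = one well per compound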
# UBC9 SUMO inh: inhibitors of in vitro SUMOylation cascade, primary screen, biochemical, HTRF, uHTS. 290,000 compounds, 0.36% hits. HTRF SUMOylation assay, SAE1/SAE2 + UBC9. inhibition, % at 35 µM. AID 2006, 2009. SUMO-conjugating enzyme UBC9 (Homo sapiens), P63279; in the data active means inhibition above about 50%, passing the limit was not always enough; further: strong numbers were not always called active
# p-CIP stab down: p/CIP-EGFP fusion destabilizers, primary screen, fluorescence, F442A cells | 16 h | decrease of EGFP signal, % at 10 µM | 290,000 compounds, 0.01% hits;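 active means EGFP signal decrease of at least 30% at 10 µM or well 3 SD below plate mean, unless failing retest; inactive means the rest, including hits failing retest or dose response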; further: some compounds called inactive have numbers as strong as hits; many of its hits are not listed in these tables
# Target sequence (Q05BA5 1-1403): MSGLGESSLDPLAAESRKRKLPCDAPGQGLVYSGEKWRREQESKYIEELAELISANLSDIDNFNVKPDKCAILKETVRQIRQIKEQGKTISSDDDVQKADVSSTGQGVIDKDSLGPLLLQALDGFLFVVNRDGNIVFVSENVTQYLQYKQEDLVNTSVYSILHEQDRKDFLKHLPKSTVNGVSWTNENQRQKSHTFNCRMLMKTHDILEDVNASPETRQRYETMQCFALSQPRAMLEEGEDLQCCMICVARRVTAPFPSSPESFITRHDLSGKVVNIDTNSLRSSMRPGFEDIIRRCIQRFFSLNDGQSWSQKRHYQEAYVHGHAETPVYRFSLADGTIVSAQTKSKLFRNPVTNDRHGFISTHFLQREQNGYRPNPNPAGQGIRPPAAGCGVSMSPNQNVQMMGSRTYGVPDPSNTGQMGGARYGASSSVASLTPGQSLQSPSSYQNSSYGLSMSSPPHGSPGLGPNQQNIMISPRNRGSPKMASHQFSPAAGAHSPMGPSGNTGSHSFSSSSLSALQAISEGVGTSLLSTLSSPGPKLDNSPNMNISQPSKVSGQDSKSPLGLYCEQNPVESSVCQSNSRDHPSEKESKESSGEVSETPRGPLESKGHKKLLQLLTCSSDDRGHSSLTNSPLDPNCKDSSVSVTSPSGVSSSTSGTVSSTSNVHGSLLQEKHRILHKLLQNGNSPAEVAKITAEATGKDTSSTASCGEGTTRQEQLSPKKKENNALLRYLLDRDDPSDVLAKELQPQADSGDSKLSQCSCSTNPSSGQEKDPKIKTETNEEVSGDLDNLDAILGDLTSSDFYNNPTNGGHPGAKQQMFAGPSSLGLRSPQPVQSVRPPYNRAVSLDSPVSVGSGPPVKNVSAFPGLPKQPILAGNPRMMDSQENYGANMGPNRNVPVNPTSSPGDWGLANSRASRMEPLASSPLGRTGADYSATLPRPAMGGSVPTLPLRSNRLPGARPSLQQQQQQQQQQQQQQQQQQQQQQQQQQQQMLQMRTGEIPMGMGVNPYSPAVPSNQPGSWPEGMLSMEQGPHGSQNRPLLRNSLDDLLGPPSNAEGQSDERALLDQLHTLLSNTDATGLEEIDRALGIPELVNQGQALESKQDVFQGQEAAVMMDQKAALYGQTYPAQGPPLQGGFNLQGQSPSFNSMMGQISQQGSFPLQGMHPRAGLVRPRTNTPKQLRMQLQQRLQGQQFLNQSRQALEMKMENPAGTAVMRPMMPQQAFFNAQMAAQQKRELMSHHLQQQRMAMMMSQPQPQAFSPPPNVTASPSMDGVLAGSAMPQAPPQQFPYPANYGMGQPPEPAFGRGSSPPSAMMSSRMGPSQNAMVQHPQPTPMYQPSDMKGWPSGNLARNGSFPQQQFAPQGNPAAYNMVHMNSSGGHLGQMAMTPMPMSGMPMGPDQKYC
# M18AAP inhibitor: PfM18AAP inhibitors, malaria aminopeptidase, primary screen, biochemical, QFRET, recombinant enzyme | M18 aspartyl aminopeptidase (Plasmodium falciparum 3D7) | H-Glu-NHMec fluorogenic cleavage | inhibition, % at 7.35 µM | 290,000 compounds, 1.2% hits | AID 1822, 2009;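 active means inhibition above the campaign mean inhibition over all tested compounds plus 3 SD, cut at about 28% in these data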;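 further: 0% = plate median of test compound wells and 100% = 2 mM ZnCl2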
# IMP-1 inhibitor: IMP-1 metallo-beta-lactamase inhibitors, primary screen, biochemical, epi-absorbance readout, Pseudomonas aeruginosa enzyme | inhibition, % at 5.6 µM | 290,000 compounds, 0.45% hits | purified IMP-1, nitrocefin hydrolysis, epi-absorbance fluorescence | metallo-beta-lactamase IMP-1 (Pseudomonas aeruginosa);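 active means inhibition above the mean plus 3 SD of all compounds in the same screening run, cut at about 4.5% in these data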;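 further: 0% = IMP-1 with DMSO and 100% = DMSO wells lacking enzyme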
#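 System: purified IMP-1; amount: IMP-1 0.2 nM before substrate addition; compound: single dose, 5.6 µM; times: 25 °C, 15 min preincubation, 25 min reaction; signal: Epi-absorbance via hydrolysed-nitrocefin quenching of white-plate fluorescence, 480/530 nm, EDTA stop; benchmarks: DMSO with and without IMP-1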
# IDE inh: human IDE inhibitors in live cells, primary screen, fluorescence polarization, HEK cells, FAbetaB substrate | Insulin-degrading enzyme (Homo sapiens), P14735 | FAbetaB cleavage | inhibition, % at 5.59 µM | 320,000 compounds, 0.41% hits | AID 434962, 2010;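 active means percent inhibition above the average of all tested compounds plus 3 SD, set per screening campaign, cut at about 16% in these data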;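 further: IDE supplied by intact live HEK cells; FP after avidin binding of uncleaved biotin substrate so inhibition keeps polarization high; 0% = DMSO wells and 100% = 60 µM reference IDE inhibitor Ii1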
# IDE cell activ: human IDE activators in live cells, primary screen, fluorescence polarization, HEK cells, FAbeta-B substrate | FAbeta-B cleavage; 0% vehicle, 100% cell-free pure enzyme wells | activation, % at 5.96 µM | 340,000 compounds, 0.073% hits | AID 493087, 2011;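 active means activation above the mean of all tested compounds plus 3 SD, set per screening campaign, cut at about 17% in these data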
# VIM-2 inh: VIM-2 metallo-beta-lactamase inhibitors, primary screen, biochemical, epi-absorbance readout, Pseudomonas aeruginosa enzyme; purified VIM-2, nitrocefin hydrolysis, epi-absorbance fluorescence; inhibition, % at 5.6 µM; 290,000 compounds, 0.89% hits;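 active means inhibition above the mean of all tested compounds plus 3 SD, cutoff set per screening run, cut at about 7.5% in these data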;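 further: red hydrolysis product quenches plate fluorescence so inhibitors raise well fluorescence; 0% = enzyme with DMSO and 100% = DMSO without enzyme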
# FID counter: compounds displacing fluorescent DNA intercalator, primary screen, artefact control for HCV NS3 helicase inhibitor project, biochemical, FID fluorescence; 290,000 compounds, 0.17% hits; DNA fluorescent intercalator displacement; inhibition, % at 7.9 µM; in the data active means inhibition above about 37%;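 further: 0% = vehicle and 100% = reference compound; higher means more ethidium bromide displaced from hairpin DNA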
# An asterisk follows results filed as active; x = no result given; & = joins results of further samples. No enrichment for hits. Share with any hit: about 3.6%.
SMILES,NS3 helicase inh,UBC9 SUMO inh,p-CIP stab down,M18AAP inhibitor,IMP-1 inhibitor,IDE inh,IDE cell activ,VIM-2 inh,FID counter
COc1ccc(C(=O)NCC(=O)OCC(=O)Nc2c(C)n(C)n(-c3ccccc3)c2=O)cc1,-8.8,-4.7,3.8,1.3,-2.3,6.1,3.2,-2.4,-6.6
NC(=O)CCS(=O)(=O)c1ccccc1,-5.6,27.5,-8.8,-0.1,-1.9,0.6,-1.6,-2.6,1.2
Cc1ccc(C(=O)Nc2nc(=O)[nH]s2)cc1,-0.9&7.7,-14.1&9.2,5.3&9.1,0.8&-2.9,-1.6&-0.9,1.5&9.4,-1.4&2.3,-1.3&-0.6,-7.8&-1.3
COc1cccc(CNC(=O)c2ccc(N3CCOCC3)c([N+](=O)[O-])c2)c1,-1.1,1.7,5.0,7.4,-3.8,0.7,-0.8,-2.4,-22.6
CCOC(=O)C1CCN(Cc2cnc(Oc3ccc(C(C)(C)C)cc3)s2)CC1,-6.5,-14.7,-18.4,3.6,-2.3,1.4,3.0,-7.4,-6.6
O=C(Cn1cc([N+](=O)[O-])cn1)NCCc1nc2ccccc2[nH]1,3.0,-0.6,-18.4,-1.1,-0.8,0.5,2.9,-3.1,3.3
CC(=O)C1=C(O)C(=O)N(Cc2ccco2)C1c1ccc2c(c1)OCO2 (stereo unspecified),7.8,1.7,-2.3,25.4,-1.7,0.0,0.0,-1.5,-1.6
O=C(CN1C(=O)CC(c2ccccc2)S(=O)(=O)c2ccccc21)NC1CCCC1 (stereo unspecified),8.0,7.3,6.5,7.6,-2.4,8.2,-0.7,-3.2,-36.7
Cc1ccc(N2C(=O)CC(Cn3nc(C)cc3C)C2=O)cc1 (stereo unspecified),-2.0,-1.5,-1.5,0.1,0.4,0.5,3.0,0.0,-2.8
CCn1c(COc2ccccc2)nnc1SCC(=O)NC1CC1,9.1,3.7,21.3,-1.4,-4.1,-2.5,2.9,-1.0,-12.6
Cc1nn2c(nc1=O)NNC2(C)C(C)(C)C (stereo unspecified),-2.6,6.7,-11.2,20.1,-1.6,1.6,5.0,-3.0,2.3
CN(CC(=O)NCc1ccc(Cl)cc1)S(=O)(=O)c1cccs1,4.9,10.9,1.5,-4.0,-2.0,2.3,2.4,1.3,-9.2

# Next part; it opens with the 2 that closed the last part.
SMILES,NS3 helicase inh,UBC9 SUMO inh,p-CIP stab down,M18AAP inhibitor,IMP-1 inhibitor,IDE inh,IDE cell activ,VIM-2 inh,FID counter
Cc1nn2c(nc1=O)NNC2(C)C(C)(C)C (stereo unspecified),-2.6,6.7,-11.2,20.1,-1.6,1.6,5.0,-3.0,2.3
CN(CC(=O)NCc1ccc(Cl)cc1)S(=O)(=O)c1cccs1,4.9,10.9,1.5,-4.0,-2.0,2.3,2.4,1.3,-9.2
Cc1ccc2c(c1)c1nc3ccccc3nc1n2C,7.1,16.5,-1.2,9.3,1.3,-3.8,1.0,13.7*,-9.5
O=S(=O)(NCc1nnc2c(C(F)(F)F)cc(Cl)cn12)c1ccccc1,10.2,0.4,7.2,-0.8,-3.7,3.1,4.1,-0.8,-10.8
CSc1ccccc1NC(=O)c1noc2c1CCC2,2.6,-8.1,11.3,8.8,-3.3,4.7,-6.1,-3.0,-0.9
Cc1nc2ccccc2c(=O)n1N(c1ccccc1)c1ccccc1,2.5,-1.7,-7.5,3.8,-0.2,-3.8,0.8,0.9,-17.6
O=C(NCCCc1ccncc1)C1CCC(=O)N(Cc2cccc(C(F)(F)F)c2)C1 (stereo unspecified),2.1,1.0,-9.1,-1.4,-4.4,x,0.6,-3.3,-17.6
O=C(O)c1ccc(-c2ccccc2C(F)(F)F)o1,2.5,14.7,-5.0,-4.8,-0.3,5.3,-0.4,-2.1,1.6
NC(=O)CSc1nc(-c2ccccc2Cl)ns1,-2.9,16.3,-4.0,0.0,-2.3,-0.6,1.7,-2.9,1.0
COc1ccc(NC(=O)c2sc(NC(=O)C3CC3)nc2C)cc1,16.0,1.6,10.4,-2.0,-3.7,4.9,4.8,0.0,-14.4
c1ccc(-c2[nH]ncc2-c2nc3ccccc3[nH]2)cc1,11.2,20.4,1.0,-7.5,-4.3,4.2,4.5,-1.9,3.0
Cc1cc(NS(=O)(=O)c2ccc(NC(=O)COc3ccc(Cl)cc3Cl)cc2)no1,23.1,12.0,-4.3,1.0,-2.4,-3.8,2.9,-1.5,-39.5
CC/C(=N\NC(=S)Nc1cccc(C)c1)c1ccccc1,-2.5,4.3,-6.0,19.2,-2.6,0.5,1.6,-2.3,-3.5
Cc1ccc(-c2cc(C(=O)N3CCCc4ccccc43)no2)cc1,6.4,2.4,-6.1,6.3,-2.7,4.2,6.9,-1.6,-18.6
CC(=O)N1N=C(c2ccc3ccccc3c2)OC12CCCC2,14.7,0.7,3.2,-10.0,-1.8,2.8,-0.4,0.2,-1.6
Nc1nnc(CCCCc2cccs2)o1,2.6,18.4,-0.1,-2.0,-0.7,x,3.8,0.2,-1.1
O=C(CCNc1n[nH]c(=O)[nH]c1=O)N/N=C/c1ccc(Cl)cc1,2.5,14.1,10.6,3.1,-1.7,2.2,-2.4,-2.0,-4.3
C=CCn1cc(C(=O)NCC2CCCO2)c(=O)c2cc(S(=O)(=O)N3CCCCCC3)ccc21 (stereo unspecified),-1.6,25.4,-8.8,-1.0,-2.8,9.7,2.7,-2.7,-31.1
COC(CN(C)C(=O)C1CCCN(S(=O)(=O)c2ccc3c(c2)oc(=O)n3C)C1)OC (stereo unspecified),-3.4,-15.7,-0.2,0.8,0.1,-8.4,7.9,-3.4,1.1
CC(=O)Nc1ccc(NC(=O)c2cc(-n3cnnc3)ccc2Cl)cc1,12.5,0.9,1.6,5.4,-2.5,-0.5,0.2,-2.8,-4.6
COc1ccc(C2=NC(C(F)(F)F)(C(F)(F)F)c3c(n(C)c(=O)n(C)c3=O)N2)cc1,-0.6,14.5,-6.7,2.8,-0.3,3.2,-1.6,-0.3,-15.7
CC(=O)c1ccc(NC(=O)c2ccn[nH]2)cc1,-5.7,15.8,-1.2,-0.4,-2.2,4.0,-2.2,-4.4,3.3
O=C(Cn1cnc(S(=O)(=O)N2CCCC2)c1)Nc1cccc(Br)c1,-0.5,-1.1,3.6,-1.3,-0.5,-5.2,2.8,0.2,-9.6
CC(C)Nc1nc(NC(C)C)nc(N(C)n2cnnc2)n1,-1.4,1.6,-12.4,13.9,0.6,0.9,1.2,0.0,-3.6
Cc1ccccc1C(=O)NC1CCS(=O)(=O)C1 (stereo unspecified),7.7,16.5,-7.2,6.6,-5.1,9.9,6.3,-1.9,-6.5
CCCCNC(=O)Nc1c(C)cc(SC#N)cc1C,-1.0,5.6,3.5,0.5,-1.6,3.5,-2.6,-2.3,-4.0
Oc1ccccc1C1N=C(c2ccccc2)NC(c2ccccc2)=N1,2.4,11.4,2.3,-7.8,2.6,5.7,3.0,-2.5,5.3
N#Cc1c(NC(=O)CSc2nc3ccccc3s2)sc2c1CCCC2,9.3,-6.0,2.4,-1.0,-1.8,3.2,2.7,-1.9,-6.1
O=C(Nc1ccccc1C(=O)O)c1cccc(NC(=O)c2ccc(Br)o2)c1,10.9,0.4,0.0,-7.9,-1.4,1.2,1.7,-3.0,-22.4
C[C@@H]1NC(=O)/C(=C\c2ccccc2Br)NC1=O,2.2,-10.3,9.6,1.5,-1.3,4.2,3.7,-0.4,0.3
Nc1nn(-c2ccccc2)c(N)c1N=Nc1ccc2c(c1)OCO2,-9.8,23.0,-7.6,21.4,0.9,3.1,5.0,-2.4,-4.0
CNC(=O)NC(=O)CSc1nnc(C(F)(F)F)n1C,1.1,25.3,-2.3,-4.0,-2.8,8.9,4.1,0.8,4.7
CC(=O)c1ccc(OCc2cc(C(=O)N(C)Cc3nc4c(C)cccc4[nH]3)no2)cc1,-17.6,-5.9,4.6,0.1,-1.1,-0.5,1.8,0.5,-20.9
CC(=O)N1CCc2cc(S(=O)(=O)CCC(=O)Nc3ccc(Cl)cc3F)ccc21,-0.9,30.4,-10.5,-4.8,-0.9,-4.9,4.7,-0.1,-5.0
COc1ccc2nc(NC(=O)CSc3nnc(-c4ccoc4C)n3C)sc2c1,8.3,15.6,-7.4,-3.1,-3.7,5.8,-10.0,-4.7,-17.7
Cc1cccc(N2CCN(C(=S)NCc3ccco3)CC2)c1C,-0.4,14.9,-17.0,-14.3,0.4,-3.5,-4.8,-0.4,-15.0
COc1ccc(NC(=O)CSc2nc(C)c3c(c2C#N)CCCC3)cc1,2.7,-11.4,-12.5,0.8,-1.3,5.7,0.5,-1.3,-0.6
CCCOc1ccc(-c2nn(-c3ccccc3)cc2/C=C2\SC(N)=NC2=O)cc1C,11.1,1.3,3.4,-0.3,-2.4,-5.4,-0.9,-2.8,-0.7
C/C(=N/NS(=O)(=O)c1cccc([N+](=O)[O-])c1)c1ccncc1,5.1,5.8,-4.2,44.3*,-1.8,-3.6,3.4,0.0,1.0
Cc1ccc(C(=O)N2CCCC(c3ccccc3)=N2)cc1,5.0,-4.6,7.0,-2.7,-1.4,-4.7,5.9,-2.8,-24.0
COc1ccc(CCNC(=O)NC23CC4CC(CC(C4)C2)C3)cc1,-8.3,-1.2,-0.1,3.3,-6.2,1.3,2.2,-1.5,-12.2
O=C(O)CCC(=O)NCCc1cccc(Cl)c1,-1.2,-8.3,-5.9,0.1,-1.9,1.6,1.2,-1.4,5.2
O=[n+]1cc(-c2ccc(F)cc2)n([O-])c2c1CCC2,4.6,-0.2,-6.6,1.8,-2.2,0.9,4.1,0.8,-5.4
O=C(Nc1ccc(NC(=O)c2cccs2)cn1)c1ccco1,-0.3,16.3,-12.2,5.2,-2.3,5.4,-5.0,-2.2,-0.8
O=C1C2C3CCC(C3)C2C(=O)N1CNc1ccc(F)cc1 (stereo unspecified),-3.0,14.9,-9.7,3.5,-1.3,-0.6,2.2,-1.3,-0.2
Cc1cc(C)n(/N=C/c2cc([N+](=O)[O-])ccc2O)c(=O)c1,5.2,7.1,-26.6,4.3,-2.7,0.0,4.3,-0.1,-0.7
CCOc1ccc(CONS(=O)(=O)c2ccc(NC(C)=O)cc2)cc1Cl,-13.1,1.1,-7.5,-2.2,-1.2,2.6,-3.4,-4.3,6.7
CC1(C)C[C@@H]2C[C@@](C)(CN2C(=O)c2ccccc2)C1,2.7,5.5,-2.2,-15.9,-1.8,-8.8,6.1,-0.6,-18.6
CC(NC(=O)Cn1c(NCCO)nc2ccccc21)C1CC2CCC1C2 (stereo unspecified),13.7,1.6,10.4,1.7,-1.5,4.6,6.4,-3.2,8.7
